14-3-3g Raf: alters human 14-3-3 gamma binding to Raf peptide; P61981; FP, 14-3-3gamma / TMR-pS259-Raf peptide binding; inhibition, % at 40 µM; 160,000 tested, 0.19% active; AID 422; in the data active = inhibition above about 30%;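 also: 0% = protein plus tracer without compound and 100% = blank with tracer alone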
Target sequence (P61981 whole entry, looked up): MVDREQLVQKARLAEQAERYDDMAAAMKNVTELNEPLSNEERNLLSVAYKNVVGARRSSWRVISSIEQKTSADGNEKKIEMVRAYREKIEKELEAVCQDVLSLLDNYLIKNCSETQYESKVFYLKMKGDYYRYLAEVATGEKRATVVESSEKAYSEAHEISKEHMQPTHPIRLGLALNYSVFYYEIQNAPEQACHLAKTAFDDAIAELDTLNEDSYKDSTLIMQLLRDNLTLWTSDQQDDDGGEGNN
Active calls of the source: *; & = joins results of further samples. Only part of the results is shown, so the mix of outcomes need not match the whole.

SMILES	14-3-3g Raf
Cc1ccc(N2CCN(C(=S)c3ccc(N(C)C)cc3)CC2)cc1	-27&-103
Cc1cc2c(N(C)C3CCCCC3)ncnc2s1	2
COc1ccc(OC)c(-n2c(=S)[nH]c3cc(C(=O)N(C)Cc4ccccc4)ccc3c2=O)c1	-5
Cc1nn(-c2ccccc2Cl)c2c1C(=O)CC(C)(C)C2	-8
COC(=O)c1ccc(Nc2cc(C)nc3ccc(OC)cc23)cc1	-20
COc1ccccc1Nc1nc2ccccc2n1C	-4
CCOc1ccc(C2CC(=O)C3=C(C2)Nc2ccccc2NC3c2cc3c(cc2Cl)OCO3)cc1OC (configuration not stated)	-1
CCOC(=O)Cc1[nH]nc2c1C(c1cc(OC)ccc1OC)C(C#N)=C(N)O2 (configuration not stated)	3
Cc1ccc(C)c(-n2c3nc(=O)[nH]c(=O)c-3cc3ccccc32)c1	18
COc1ccc(NC(=O)C2CCN(S(=O)(=O)c3cccc4nonc34)CC2)c(OC)c1	-23
CCOc1ccc(C(=O)Nc2ccc(Cl)c(NC(=O)c3ccccc3)c2)cc1[N+](=O)[O-]	-5
CC1=C(C(=O)OC2CCCC2)C(c2ccc3c(c2)OCO3)NC(=O)N1 (configuration not stated)	5
COc1ccc(CC(=O)Nc2c3c(nn2C(C)(C)C)CS(=O)C3)cc1OC (configuration not stated)	1
CCN(CC)C(c1cccs1)c1c(O)[nH]c(=S)[nH]c1=O (configuration not stated)	-233
CC(=O)Nc1ccc(S(=O)(=O)N(CC#N)CC#N)cc1	0
COc1ccc(Cn2c(SCC#N)nc3ccc(N4CCOCC4)cc3c2=O)cc1	-12
CCCNC(=O)Cn1cnc2sc(C(=O)N3CC(C)CC(C)C3)c(C)c2c1=O (configuration not stated)	4
C=CCn1c(SCc2ccc3c(c2)OCO3)nc2sc(C)c(C)c2c1=O	-8
Cc1c(NC(=O)Cc2ccccc2[N+](=O)[O-])cccc1[N+](=O)[O-]	-4
CCC(C)NC(=O)c1ccc(CNC(=O)c2ccc(Br)cc2)cc1 (configuration not stated)	-6
CCC(C)N=Cc1c(Nc2ccccc2)nc2c(C)cccn2c1=O (configuration not stated)	5
CC(=O)N1c2c(cc(Br)cc2S(=O)(=O)N(C)c2ccc(Br)cc2)CC1C (configuration not stated)	-1
CCOC(=O)C1C(=O)C=C(c2ccc(OC)cc2)CC1c1ccccc1 (configuration not stated)	4
COc1ccc(C2CC(=O)Nc3cc(OC)c(OC)cc32)c(OC)c1 (configuration not stated)	2
O=C(Cn1ncc2c1-c1ccccc1OC2)N1CCN(c2ccccn2)CC1	-5
COc1cc(COc2cc3oc(=O)c4c(c3cc2Cl)CCC4)cc(OC)c1OC	-8
COc1ccc(-c2ccc(=O)n(CC(=O)Nc3ccccc3OC)n2)cc1	-3
O=C(COC(=O)c1ccccc1C(=O)c1ccccc1)c1ccco1	4
CCc1ccc(OCC(O)Cn2c(N)nc3c2c(=O)[nH]c(=O)n3C)cc1 (configuration not stated)	20
Cc1ccc(Nc2c(-c3ccc(Cl)cc3)nc3cnccn23)cc1	-4
CCOC(=O)N1CCN(C(=O)Nc2ccc(Cl)cc2Cl)CC1	2
CCCOC(=O)c1ccc(NC(=O)C(C)(C)C)cc1	3
Cc1ccc(-c2nc3cccc(C)n3c2Nc2ccc3c(c2)OCCO3)s1	-10
CCCCCCN(CCCCCC)C(=O)Cc1c(-c2ccc(F)cc2)[nH]c2ccccc12	-7
CCOc1ccc(CNC(=O)C2CC(=O)N(C3CCCC3)C2)cc1OC (configuration not stated)	-2
CCOc1ccc(N(CC)C(=O)c2cc3cc4ccc(C)cc4nc3o2)cc1	15
Cc1onc(-c2c(F)cccc2Cl)c1C(=O)Nc1nc2c(s1)CCCC2	-8
O=C(Nc1ccc(-c2cn3ccsc3n2)cc1)c1ccc(F)c(S(=O)(=O)N2CCOCC2)c1	-1
CC1CCCC(Nc2ccc(N3C(=O)CCCC3=O)cc2[N+](=O)[O-])C1C (configuration not stated)	-3
CC1CC(C)(C)NC(=S)N1CCC(=O)Nc1cccc(Cl)c1 (configuration not stated)	-2
CCOc1ccc(-c2c[n+]3c(n2Cc2ccccc2)SCCC3)cc1	0
CCC1=Nc2ccccc2-c2nnc(SC)nc2O1	-10
Nc1c(C(=O)NCCc2ccccc2)nnn1Cc1ccccc1	-1
COc1ccc(CNC(=O)CN(c2cccc([N+](=O)[O-])c2)S(=O)(=O)c2ccccc2)cc1	-5
O=C(Nc1ccc2c(c1)OC1(CCCC1)O2)C1CC1	-9
CC(C)CCn1c2ccc(Br)cc2c2nc3ccccc3nc21	-1
COc1ccccc1C1CC(c2ccc(Br)cc2)Nc2ncnn21 (configuration not stated)	-4
CCOC(=O)N1CCC(NC(=O)c2cc3c(-c4cccc(OC)c4)nn(C)c3s2)CC1	-4
COc1ccccc1CNC(=O)C1c2ccccc2C(=O)N2CCc3ccccc3C12 (configuration not stated)	2
COc1cc(=O)[nH]c(=O)n1C(=O)Cc1ccccc1	8
CC(C)(C)NS(=O)(=O)c1ccc(CCC(=O)NCc2ccco2)cc1	-9
Cc1nc2ccc(F)cc2cc1C(=O)NCC1CCCO1 (configuration not stated)	-28
CCCCCCN=C(C)C1=C(O)C(C(=O)OC)C(C)(C)CC1=O (configuration not stated)	-1
O=C(Nc1ccc2c(c1)OCCO2)c1ccc(Br)c(S(=O)(=O)N2CCOCC2)c1	0
Cc1c(Cl)cccc1NC(=O)CSC(N)=O	-5
Cc1ccc(Cl)cc1N1CCN(C(=O)CCn2c(=O)[nH]c3ccccc3c2=O)CC1	4
CC1(C)CC2(CC(c3ccccc3Cl)Oc3cc(O)c(Cl)cc32)NC(=S)N1 (configuration not stated)	-5
O=C1c2ccccc2C(=O)N1CCC(=O)N1CCc2ccccc21	2
Cc1ccc(NC(=O)Cn2c3ccccc3c(=O)c3cc(C)ccc32)c(Br)c1	-15
O=C(c1cc2c(=O)oc3ccccc3c2s1)N1CCCCC1	-1
The list goes on:
SMILES	14-3-3g Raf
O=C1c2ccccc2C(O)(c2ncc[nH]2)N1C1CCCCC1 (configuration not stated)	-8
COc1ccc(Oc2c(C(F)(F)F)oc3cc(OCc4ccccc4)ccc3c2=O)cc1	-83
CC(=O)N(C)c1ccc(NC(=O)C2CCCCC2C(=O)O)cc1 (configuration not stated)	1
Cn1c(=O)c2c(nc(CN3CCN(C(=O)c4ccco4)CC3)n2Cc2ccccc2)n(C)c1=O	-1
Cc1cccc(N(CC(=O)Nc2c(C)cccc2C)S(=O)(=O)c2ccccc2)c1C	2
Cc1cccc(-n2nc3c(c2NC(=O)C(C)C)CS(=O)(=O)C3)c1C	3
COc1cc(C2C3=C(CC(c4ccccc4)CC3=O)Nc3ccccc3N2C(=O)C(F)(F)F)cc(OC)c1OC (configuration not stated)	-21
COCCn1nnnc1C(c1cc2ccc(C)cc2[nH]c1=O)N(Cc1ccco1)Cc1cccs1 (configuration not stated)	-2
CSc1cccc(NC(=O)CSc2nc3ccc(C)cc3[nH]2)c1	2
COc1ccc(-n2c(=O)c3ccccc3n(CC(=O)NCC3CCCO3)c2=O)cc1 (configuration not stated)	-1
O=C(Nc1nc(-c2ccc(F)cc2)cs1)c1ccc(Oc2ccccc2)cc1	-4
Cc1ccccc1-n1nc2c(c1NC(=O)CC1CCCCC1)CS(=O)(=O)C2	-5
Cn1c(CO)nc2cc(N)ccc21	-1
COc1ccc(N(CCCN2C(=O)c3cccc4cccc(c34)C2=O)C(=O)Cc2ccccc2)cc1	-4
N#Cc1ccc(N2C(=O)C3C4c5ccccc5C(c5ccccc54)C3C2=O)cc1 (configuration not stated)	-8
CCN(CC)S(=O)(=O)N1CCC(C(=O)NCC2COc3ccccc3O2)CC1 (configuration not stated)	-3&-8
COc1ccc(OC)c(Nc2nc(-c3cc4cc(OC)ccc4oc3=O)cs2)c1	-11
COc1ccccc1-c1nc2cc(N=Cc3cccc(OC)c3O)ccc2o1	-58
COc1ccc(Cc2nn3c(-c4ccccc4Br)nnc3s2)cc1	-6
CCOc1ccc(NC(=O)CN2CCN(S(=O)(=O)c3ccc(C(C)C)cc3)CC2)cc1	-3
O=C(Nc1ccc(N2CCN(Cc3ccccc3Cl)CC2)cc1)c1cccnc1	13
Cc1cc(NC(=O)C2CC(c3cccc(Br)c3)=NO2)no1 (configuration not stated)	-3
CCCc1nc2oc3c(NCCOCCO)ncnc3c2c2c1COC(C)(C)C2	0
O=C(c1cccc2ccccc12)N1CCN(Cc2c[nH]c3ccccc23)CC1	-27
CC(C)(C)NC(=O)c1cc2c(n(-c3ccc(Cl)cc3)c1=O)CCCC2=O	-3
CC(C)C(NS(=O)(=O)c1cccs1)C(=O)N1CCc2ccccc2C1 (configuration not stated)	-15&-5
CC(=O)CCc1ccc2oc(C(=O)O)c(C)c2c1	-3
O=C(NC1CCCCCC1)c1cccs1	-3
FC(F)(F)c1c2c(nc3cc(-c4ccc(Cl)cc4)nn13)CCCC2	-3
CCN1CCN(CCCNC(=O)C2c3ccccc3C(=O)N(C)C2c2ccc(OC)cc2)CC1 (configuration not stated)	-4
CC(C)(C)n1ncc2c(=O)n(Cc3ccc(Cl)cc3Cl)cnc21	-5
COCCCN1C(=O)C(=O)/C(=C(/O)c2ccccc2)C1c1ccc(Cl)cc1 (configuration not stated)	-1
O=C(COC(=O)c1cccc(S(=O)(=O)N2CCc3ccccc3C2)c1)NCc1ccco1	-15
CCCN1CCN(c2cc(Nc3ccc(OC)cc3)c3c4c(onc24)-c2ccccc2C3=O)CC1	-291
O=C(Nc1ccccc1C(F)(F)F)c1ccc(F)c(S(=O)(=O)NCCc2ccccc2)c1	-1
O=C(Nc1ccc2c(c1)oc1ccc(S(=O)(=O)N3CCCC3)cc12)C1CC1	-9
COC(=O)CSc1nc2ccccc2c(=O)n1C	0
CCN(CC)Cc1oc(C(C)(C)C)cc1C(=O)O	2
O=[N+]([O-])c1ccc(C(O)Cn2c(-c3ccccc3)csc2=Nc2ccccc2)cc1 (configuration not stated)	1
CCOc1cccc2c1OC1(C)CC2NC(=O)N1c1cccc(C(=O)NCc2ccccc2OC)c1 (configuration not stated)	-4
CC1=NN(C(=O)c2ccc(Cl)cc2)C(O)(c2ccc(Cl)cc2)C1 (configuration not stated)	-1
Cc1sc2ncn(CCn3cnc4sc(C)c(C)c4c3=O)c(=O)c2c1C	-23
COc1ccc(NC(=O)C(c2ccccc2)N(C)C(=O)CC2NC(=O)NC2=O)cc1 (configuration not stated)	-3
CCN(CC)S(=O)(=O)c1ccc2c(c1)CCN2C(C)=O	1
CC(=O)N1CCc2cc(S(=O)(=O)CCC(=O)NCc3ccc(F)cc3)ccc21	16
CC12CC(NC(=O)N1CCc1ccccc1)c1cc(Cl)ccc1O2 (configuration not stated)	-8&-6
COCCNC(=O)c1ccc(CS(=O)(=O)Cc2ccc(Cl)cc2)o1	-7
CC(C)(C)c1cc(C(=O)N2CCc3ccccc32)ccn1	-2
CCOc1ccc(NC(=O)N(Cc2cn(C)c3ccccc23)C2CCCCCC2)cc1	-2
CN(C)CCCNc1oc(-c2ccccc2)nc1C#N	-3
CCCS(=O)(=O)N1CCc2cc(OC)c(OC)cc2C1	-3
O=C(NC1CCCC1)c1ccc2nc(-c3ccco3)c(-c3ccco3)nc2c1	-8
CCOC(=O)c1c(NC(=O)c2cc(-c3ccccc3OC)on2)sc2c1CCCC2	-6
Cn1c(=O)c2c(nc(N3CCc4ccccc4C3)n2Cc2ccccc2F)n(C)c1=O	-5
CCCCC1(C)NC(=S)N(C)N1 (configuration not stated)	-3
CCOc1ccc(N(C(C)C(=O)Nc2ccc3c(c2)OCO3)S(C)(=O)=O)cc1 (configuration not stated)	-49
C[C@H]1C[C@@H]2[C@H]([C@@H](O)C[C@@]3(C)[C@H]2CC[C@]3(O)C(=O)CO)[C@@]2(C)C=CC(=O)C=C12	5
CCOC(=O)c1ccc2ncc(C(=O)OCC)c(NCc3ccco3)c2c1	-2
O=c1[nH]c(=S)[nH]c2c1C1(CCCC1)Cc1ccccc1-2	-7
CCOC(=O)c1sc(NC(=O)c2ccc(C)c([N+](=O)[O-])c2)c(C(=O)OCC)c1C	1

Gathered by group, those above with a thiophene ring, fused or not
SMILES	14-3-3g Raf
Cc1cc2c(N(C)C3CCCCC3)ncnc2s1	2
CCN(CC)C(c1cccs1)c1c(O)[nH]c(=S)[nH]c1=O (configuration not stated)	-233
CCCNC(=O)Cn1cnc2sc(C(=O)N3CC(C)CC(C)C3)c(C)c2c1=O (configuration not stated)	4
C=CCn1c(SCc2ccc3c(c2)OCO3)nc2sc(C)c(C)c2c1=O	-8
Cc1ccc(-c2nc3cccc(C)n3c2Nc2ccc3c(c2)OCCO3)s1	-10
CCOC(=O)N1CCC(NC(=O)c2cc3c(-c4cccc(OC)c4)nn(C)c3s2)CC1	-4
O=C(c1cc2c(=O)oc3ccccc3c2s1)N1CCCCC1	-1
COCCn1nnnc1C(c1cc2ccc(C)cc2[nH]c1=O)N(Cc1ccco1)Cc1cccs1 (configuration not stated)	-2
CC(C)C(NS(=O)(=O)c1cccs1)C(=O)N1CCc2ccccc2C1 (configuration not stated)	-15&-5
O=C(NC1CCCCCC1)c1cccs1	-3
Cc1sc2ncn(CCn3cnc4sc(C)c(C)c4c3=O)c(=O)c2c1C	-23
CCOC(=O)c1c(NC(=O)c2cc(-c3ccccc3OC)on2)sc2c1CCCC2	-6
CCOC(=O)c1sc(NC(=O)c2ccc(C)c([N+](=O)[O-])c2)c(C(=O)OCC)c1C	1
